FUS suppressor – suppressors of FUS proteinopathy in yeast; S. cerevisiae FUS-expressing, growth rescue, OD600, 24 h; Potency, µM (titrated, usually from 76.6 µM), for inactives: top-dose growth rescue (activation), actives largely listed as activators; 390,000 tested, 0.24% active; AID 1347120;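 note: potency is the fitted concentration of half-maximal effect; plate controls were DMSO vehicle for no effect and reference control for full effect; nearly all actives have a fitted effect of over 55% in size; some results filed as inactive show a strong effect at the top dose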
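Cultures pregrown in 2.5% raffinose medium are shifted to minimal medium containing 2% galactose to express toxic FUS. Compounds are tested at several concentrations. After 24hr at 30C, growth is quantified at 600 nm absorbance.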
D3 antag – blocks the human D3 dopamine receptor; D3R cells, DiscoveRx beta-arrestin luminescence, antagonist mode; stronger effect = lower value; max response, negative = inhibition, %; 360,000 tested, 2.5% active; in the data active = max response below about -50%; inconclusive = no clear call, values can overlap the other calls; note: % is set by controls: 0 for no effect and ±100 for the full control effect; mostly tested at two doses, the higher about 12 µM
Target sequence (P35462 whole entry, looked up): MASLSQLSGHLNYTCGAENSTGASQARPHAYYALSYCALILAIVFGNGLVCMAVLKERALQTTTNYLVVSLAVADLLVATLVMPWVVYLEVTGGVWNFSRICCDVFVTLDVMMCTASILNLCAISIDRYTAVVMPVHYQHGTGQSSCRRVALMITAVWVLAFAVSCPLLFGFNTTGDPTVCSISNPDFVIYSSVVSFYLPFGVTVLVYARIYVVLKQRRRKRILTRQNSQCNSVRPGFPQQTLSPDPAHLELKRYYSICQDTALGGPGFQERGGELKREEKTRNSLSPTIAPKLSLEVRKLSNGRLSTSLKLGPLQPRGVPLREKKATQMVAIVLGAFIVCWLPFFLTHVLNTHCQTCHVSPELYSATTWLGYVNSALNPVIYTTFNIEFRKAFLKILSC
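Cells expressing the human receptor were seeded at 1500 cells/well, incubated overnight at 37 degrees C in 5% CO2, then exposed to library compounds with dopamine controls for 90 minutes at 37 degrees C before luminescent detection.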
aSyn rescue – inhibitors of alpha-synuclein toxicity in yeast. Yeast expressing alpha-synuclein, growth rescue, BacTiter-Glo, 24 h. Potency, µM (series often up to 46.1 µM), for inactives: top-dose growth rescue (activation), hits mostly activators. 370,000 tested, 0.14% active. AID 652106; note: potency is the fitted concentration of half-maximal effect; % of control where 0% means no effect; nearly all actives have a fitted effect of over 65% in size
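Readout is rescue of growth in alpha-synuclein-expressing yeast, so inhibitors of toxicity appear as activators. Growth after 24 hr at 30 deg C in galactose medium is quantified by luminescence.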
Abeta yeast res – restores growth of yeast expressing A-beta42 peptide; yeast expressing A-beta42, growth rescue, OD600, 48 h; response scale: 0% DMSO, 100% iron-clioquinol control; Potency, µM (top dose mostly 46.1 µM), inactives show top-dose growth rescue, actives largely listed as activators; 410,000 tested, 0.063% active; note: potency is the fitted concentration of half-maximal effect; nearly all actives have a fitted effect of over 55% in size
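Growth rescue measured by 600 nm absorbance after 48 h yeast culture at 30 C with compound. Values normalized between DMSO and an equimolar ferric chloride plus clioquinol control.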
pAkt inh – inhibitors of Akt phosphorylation; AID 651550; activity change, % for hits at 50 µM; Neuro2A IGF-stimulated pAkt S473 HTRF, 20 min; stronger effect = lower value; 360,000 tested, 0.32% active; in the data active = activity change below about -80%; inconclusive = mostly about -51% to -80%; note: % is set by controls: 0 for no effect and ±100 for the full control effect
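Single-point screen (50 µM final compound) in Neuro2A cells stimulated 20 min with 6 nM IGF at 37 deg C. After lysis, Ser473-phosphorylated Akt read by HTRF (ex 330 nm, em 615/665 nm) as the 665/615 ratio.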
GLP-1R inv ag – GLP-1 receptor (human) inverse agonism; HEK293 GLP-1R CRE-luciferase, luminescence, 24 h; GLP-1R form is constitutively active; 410,000 tested, 1.6% active; Potency, µM (series often up to 38.3 µM), for the others: at the highest dose activity change, negative = inhibition, actives largely listed as inhibitors; note: potency is the fitted concentration of half-maximal effect; % is set by controls: 0 for no effect and ±100 for the full control effect; nearly all actives have a fitted effect of over 55% in size
Target sequence (P43220 whole entry, looked up): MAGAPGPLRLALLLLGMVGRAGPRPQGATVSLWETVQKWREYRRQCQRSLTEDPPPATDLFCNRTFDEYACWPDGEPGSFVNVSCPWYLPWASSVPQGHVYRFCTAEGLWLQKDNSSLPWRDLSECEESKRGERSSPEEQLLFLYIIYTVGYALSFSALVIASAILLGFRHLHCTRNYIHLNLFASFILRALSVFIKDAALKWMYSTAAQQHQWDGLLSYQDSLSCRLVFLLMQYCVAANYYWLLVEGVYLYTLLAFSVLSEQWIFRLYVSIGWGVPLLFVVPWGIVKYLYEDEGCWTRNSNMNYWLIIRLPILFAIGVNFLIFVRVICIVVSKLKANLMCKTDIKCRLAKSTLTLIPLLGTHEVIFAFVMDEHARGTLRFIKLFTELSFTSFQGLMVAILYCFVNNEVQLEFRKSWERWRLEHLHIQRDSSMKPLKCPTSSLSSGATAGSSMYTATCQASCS
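Inverse agonists were sought by their lowering of basal cAMP reporter luciferase output in HEK293 cells stably carrying constitutively active human GLP-1R, after 24 h compound treatment.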
PTHR1 agonist – PTHR1 (human) receptor agonism; HEK293 GP2 PTHR1 cells, GloSensor cAMP luminescence, 1 h; Potency, µM (highest dose often 115 µM), inactives show at the highest dose activation, actives largely listed as activators; 410,000 tested, 0.075% active; note: potency is the fitted concentration of half-maximal effect; nearly all actives have a fitted effect of over 55% in size; some results filed as inactive show a strong effect at the top dose; inactives centre near -15; many of its hits are not listed in these tables
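HEK-293-derived GP2 cells expressing PTHR1 and a GloSensor cAMP reporter, 3,000/well, plated overnight, given luciferin plus IBMX (each 0.5 mM as added) for 1 h at 37 °C, then compound for 1 h at 37 °C. Luminescence was read after 15 min at room temperature.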
TDP-43 yeast inh – TDP-43 toxicity inhibition in yeast | 410,000 tested, 1.8% active | TDP-43 expressing yeast growth rescue, BacTiter-Glo, 24 h | Potency, µM (highest dose often 46.1 µM), for inactives: at the top dose growth rescue (activation), most hits filed as activators; note: potency is the fitted concentration of half-maximal effect; % of control where 0% means no effect; nearly all actives have a fitted effect of over 50% in size
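Yeast expressing TDP-43 (pregrown in raffinose, seeded at OD600=0.02 in galactose medium) exposed to compounds 24 hr at 30 deg C. Growth read by BacTiter-Glo luminescence; rescue of toxicity appears as increased signal.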
GLP1R ag – activates the human GLP-1 receptor | Potency, µM (top dose mostly 45.6 µM), without a hit: top-dose activation, usual class: activators | 380,000 tested, 0.007% active | P43220 | AID 624172 | HEK293 GLP-1R CRE-luciferase, luminescence, 4-6 h; cells express a hypersensitive GLP-1R form; note: potency is the fitted concentration of half-maximal effect; % of control where 0% means no effect
* marks the source's active call; other numbers are inactive results; & = joins results of further samples; [ ] = remark or other dose. Unless noted, calls come from the whole dose curve; as a rule, active = well fitted curve in the direction sought with a large enough effect; inconclusive = small, poorly fitted or top-dose-only effect, or another doubt; inactive = no such curve, though single readings can be large; an effect the other way counts as inactive or inconclusive.

CCCOc1cccc(C(=O)Nc2cccc(NC(=O)c3ccc(Cl)cc3Cl)c2)c1 was read as FUS suppressor 20%, Abeta yeast res 12%, GLP-1R inv ag inconclusive, PTHR1 agonist inactive and TDP-43 yeast inh inconclusive.
Cc1cc(C)c(NC(=O)CN2C(=O)NC3(CCOc4ccccc43)C2=O)c(C)c1 (stereo unspecified) was read as FUS suppressor 4%, D3 antag 12, aSyn rescue -9%, Abeta yeast res -2%, pAkt inh inactive, GLP-1R inv ag inconclusive, PTHR1 agonist inactive, TDP-43 yeast inh 1% and GLP1R ag -9%.
For Cc1ccc(-c2[nH]c3ccccc3c2SCCNC(=O)c2ccc(S(=O)(=O)N3CCOCC3)cc2)cc1 the results were FUS suppressor -8%&-12%, D3 antag -9, aSyn rescue 1%, Abeta yeast res -12%&2%, pAkt inh inactive, GLP-1R inv ag inconclusive, PTHR1 agonist -10%, TDP-43 yeast inh 13%&0% and GLP1R ag -2%.
Screening CCCN1CCN(c2cc3c(cc2F)c(=O)c(S(=O)(=O)c2ccc(CC)cc2)cn3CC)CC1 returned FUS suppressor 2%, Abeta yeast res -3%, GLP-1R inv ag inconclusive, PTHR1 agonist inactive and TDP-43 yeast inh 11%.
`Cc1ccc(N2CC(C(=O)NC3CC3)CC2=O)cc1` (stereo unspecified) gave FUS suppressor 0%, D3 antag 5, aSyn rescue -1%, Abeta yeast res 9%, pAkt inh inactive, GLP-1R inv ag 4%, PTHR1 agonist inactive, TDP-43 yeast inh -24% and GLP1R ag 10%.
Screening O=C1C=C(NCCOC23CC4CC(CC(C4)C2)C3)C2(CCCCC2)O1 returned FUS suppressor 5%, D3 antag -4, aSyn rescue 0%, Abeta yeast res 5%, pAkt inh inactive, GLP-1R inv ag inconclusive, PTHR1 agonist inactive, TDP-43 yeast inh -12% and GLP1R ag -5%.
`Cc1ccccc1OCCOc1cccc(/C=N/NC(=O)Cc2nnc(N)s2)c1` gave FUS suppressor 10%, D3 antag 54, aSyn rescue 1%, Abeta yeast res -5%, pAkt inh inactive, GLP-1R inv ag inconclusive, PTHR1 agonist -75%[inhibitor][57.5 µM], TDP-43 yeast inh 18% and GLP1R ag 0%.
For COc1ccccc1NC(=O)CSc1ccc(-c2ccccn2)nn1 the results were FUS suppressor 17%&6%, D3 antag 13, aSyn rescue 10%, Abeta yeast res inconclusive, pAkt inh inactive, GLP-1R inv ag inconclusive, PTHR1 agonist -1%, TDP-43 yeast inh 22µM* and GLP1R ag 17%.
CN(C(=O)c1cccc(NC(=O)Cc2cccc([N+](=O)[O-])c2)c1)C1CCCC1 was read as FUS suppressor 29%, D3 antag -75*, aSyn rescue 1%, Abeta yeast res -8%, pAkt inh inactive, GLP-1R inv ag inconclusive, PTHR1 agonist -69%[inhibitor], TDP-43 yeast inh -20% and GLP1R ag 9%.
For O=C1NCCN1Cc1cccc(Cl)c1 the results were FUS suppressor 11%, D3 antag 13, aSyn rescue -1%, Abeta yeast res 9%, pAkt inh inactive, GLP-1R inv ag 0%, PTHR1 agonist 3%[57.5 µM], TDP-43 yeast inh -9% and GLP1R ag 11%.
Screening COc1ccc(CC(=O)N2N=C(C)CC2(O)c2cccnc2)cc1 (stereo unspecified) returned FUS suppressor -12%, D3 antag 15, aSyn rescue -4%, Abeta yeast res 12%, pAkt inh inactive, GLP-1R inv ag -9%, PTHR1 agonist inactive, TDP-43 yeast inh -1% and GLP1R ag -2%.
For CC(=O)C1=C(O)C(=O)N(CCN2CCOCC2)C1c1ccc(N(C)C)cc1 (stereo unspecified) the results were D3 antag -27, aSyn rescue -4%, Abeta yeast res -14%, pAkt inh inactive, GLP-1R inv ag -2%, PTHR1 agonist inactive, TDP-43 yeast inh -6% and GLP1R ag 1%.
CCOC(=O)CSc1nc2c(sc(=S)n2Cc2ccco2)c(=O)n1-c1ccc(F)cc1 was read as FUS suppressor 41%, D3 antag -11, aSyn rescue -2%, Abeta yeast res -3%, pAkt inh inactive, GLP-1R inv ag 0%, PTHR1 agonist inactive, TDP-43 yeast inh -14% and GLP1R ag -14%.
`COc1cccc(-n2c(Cn3nc(C(F)(F)F)cc3C)n[nH]c2=S)c1` gave D3 antag 7, aSyn rescue 1%, Abeta yeast res 9%, pAkt inh inactive, GLP-1R inv ag 24%, PTHR1 agonist -21%, TDP-43 yeast inh 23% and GLP1R ag -17%.
`CC(C)Cc1ccc(S(=O)(=O)Nc2cc3c(cc2N2CCOCC2)n(C)c(=O)c(=O)n3C)cc1` gave FUS suppressor 25%, Abeta yeast res -5%, GLP-1R inv ag 17%, PTHR1 agonist inactive and TDP-43 yeast inh 11%.
`Cc1cccc(OCC(=O)NNC(=O)C2CCN(c3ncnc4sc(C)c(C)c34)CC2)c1` gave FUS suppressor 8%, D3 antag 7, aSyn rescue -1%, Abeta yeast res 20%, pAkt inh inactive, GLP-1R inv ag inconclusive, PTHR1 agonist -54%[inhibitor], TDP-43 yeast inh 20% and GLP1R ag -34%[inhibitor].
For Cc1ccc(CSC2=Nc3ccccc3C3=NC(CCC(=O)NCc4cccs4)C(=O)N23)c(C)c1 (stereo unspecified) the results were FUS suppressor -21%, Abeta yeast res 8%, GLP-1R inv ag -6%, PTHR1 agonist 2% and TDP-43 yeast inh 25%.
For Cc1c(Cl)cccc1NC(=S)NCC(C)C the results were FUS suppressor 13%, D3 antag -6, aSyn rescue -6%, Abeta yeast res 0%, pAkt inh inactive, GLP-1R inv ag inconclusive, PTHR1 agonist -17%, TDP-43 yeast inh -4% and GLP1R ag 5%.
Screening CCOC(=O)COc1nc(OC)nc(N2CCOCC2)n1 returned FUS suppressor -14%, D3 antag 29, Abeta yeast res 15%, GLP-1R inv ag 0%, PTHR1 agonist inactive, TDP-43 yeast inh 2% and GLP1R ag -12%.
For CC(C)OCCCNC(=O)Cn1nc(-c2ccccc2)ccc1=O the results were FUS suppressor 1%, D3 antag 8, aSyn rescue -4%, Abeta yeast res -1%, pAkt inh inactive, GLP-1R inv ag -1%, PTHR1 agonist 6%, TDP-43 yeast inh -9% and GLP1R ag 4%.

Brought forward from above: three entries; new compounds follow.
For Cc1c(Cl)cccc1NC(=S)NCC(C)C the results were FUS suppressor 13%, D3 antag -6, aSyn rescue -6%, Abeta yeast res 0%, pAkt inh inactive, GLP-1R inv ag inconclusive, PTHR1 agonist -17%, TDP-43 yeast inh -4% and GLP1R ag 5%.
Screening CCOC(=O)COc1nc(OC)nc(N2CCOCC2)n1 returned FUS suppressor -14%, D3 antag 29, Abeta yeast res 15%, GLP-1R inv ag 0%, PTHR1 agonist inactive, TDP-43 yeast inh 2% and GLP1R ag -12%.
For CC(C)OCCCNC(=O)Cn1nc(-c2ccccc2)ccc1=O the results were FUS suppressor 1%, D3 antag 8, aSyn rescue -4%, Abeta yeast res -1%, pAkt inh inactive, GLP-1R inv ag -1%, PTHR1 agonist 6%, TDP-43 yeast inh -9% and GLP1R ag 4%.
Cc1cc(C(=O)N/N=C/c2ccc(O)c([N+](=O)[O-])c2)c(C)n1-c1ccc(F)cc1 was read as D3 antag inconclusive, aSyn rescue -2%, Abeta yeast res 7%, pAkt inh inactive, GLP-1R inv ag 8%, PTHR1 agonist -32%[inhibitor], TDP-43 yeast inh 13% and GLP1R ag 0%.
For O=C(c1ccc(S(=O)(=O)N2CCOCC2)cc1)N(Cc1ccco1)Cc1cccs1 the results were FUS suppressor 13%, D3 antag 4, aSyn rescue 10%, Abeta yeast res 5%, pAkt inh inactive, GLP-1R inv ag -3%, PTHR1 agonist -38%, TDP-43 yeast inh 2% and GLP1R ag -2%.
For COCCN(C(=O)c1ccc(N(C)S(=O)(=O)c2ccc(C)cc2)cc1)c1c(N)n(CC(C)C)c(=O)[nH]c1=O the results were FUS suppressor -5%, D3 antag 4, aSyn rescue -5%, Abeta yeast res -5%, pAkt inh inactive, GLP-1R inv ag 14%, PTHR1 agonist 0%, TDP-43 yeast inh 7% and GLP1R ag -4%.
Cc1cccc(OCCCC(=O)Nc2ccc(S(=O)(=O)Nc3onc(C)c3C)cc2)c1C was read as FUS suppressor 0%, D3 antag 6, aSyn rescue -1%, Abeta yeast res -1%[9.22 µM], pAkt inh inactive, GLP-1R inv ag inconclusive, PTHR1 agonist inactive, TDP-43 yeast inh -3% and GLP1R ag -3%.
COC(=O)c1ccccc1NC(=O)C(=O)NCc1ccncc1 was read as FUS suppressor -8%, D3 antag 5, aSyn rescue 5%, Abeta yeast res -5%, pAkt inh inactive, GLP-1R inv ag -13%, PTHR1 agonist inactive, TDP-43 yeast inh 22% and GLP1R ag 3%.
For O=C(NC1CCCC1)c1ccc([N+](=O)[O-])s1 the results were FUS suppressor -18%, D3 antag 6, aSyn rescue 1%, Abeta yeast res -19%, pAkt inh inactive, GLP-1R inv ag 17%, PTHR1 agonist -10%, TDP-43 yeast inh 0% and GLP1R ag 3%.
Screening O=C1CCCC/C1=C\Nc1ccc(O)cc1 returned FUS suppressor -3%, D3 antag 4, aSyn rescue -11%, Abeta yeast res 2%, GLP-1R inv ag 0%, PTHR1 agonist inconclusive, TDP-43 yeast inh -2% and GLP1R ag 0%.
CCc1cccc(NC(=O)CN(c2ccc(C)cc2)S(=O)(=O)c2cccs2)c1 was read as FUS suppressor 32%, Abeta yeast res 7%, GLP-1R inv ag inconclusive, PTHR1 agonist inactive, TDP-43 yeast inh 0% and GLP1R ag -4%.

From PubChem

Only part of the results is shown. The share of hits here may be higher or lower than overall.
